NTMT1 inhibitor = NTMT1 methyltransferase inhibition | NTMT1 MTase-Glo SAH luminescence, purified enzyme | Potency, µM (top dose mostly 114 µM), inactives show at the highest dose activity change, negative = inhibition, hits mostly inhibitors | Q9BV86 | AID 1645870 | 2.5% of 59,000 active;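 note: potency is the fitted concentration of half-maximal effect; plate controls were DMSO vehicle for no effect and no enzyme for full effect; nearly all actives have a fitted effect of over 65% in size; many of its hits are not listed in these tables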
FH mod = Identification of activators of human fumarate hydratase by quantitative high-throughput screening | Fumarate hydratase, mitochondrial (Homo sapiens), P07954 | FH coupled MDH/diaphorase resazurin fluorescence, 15 min | Potency, µM (series often up to 79.9 µM), for inactives: at the highest dose activity change, negative = inhibition, actives largely listed as inhibitors | 0.22% of 54,000 active | AID 1347055, 2019; note: potency is the fitted concentration of half-maximal effect; % is set by controls: 0 for no effect and ±100 for the full control effect; the screen sought activators but most active calls are inhibition curves; nearly all actives have a fitted effect of over 45% in size
Target sequence (P07954 whole entry, looked up): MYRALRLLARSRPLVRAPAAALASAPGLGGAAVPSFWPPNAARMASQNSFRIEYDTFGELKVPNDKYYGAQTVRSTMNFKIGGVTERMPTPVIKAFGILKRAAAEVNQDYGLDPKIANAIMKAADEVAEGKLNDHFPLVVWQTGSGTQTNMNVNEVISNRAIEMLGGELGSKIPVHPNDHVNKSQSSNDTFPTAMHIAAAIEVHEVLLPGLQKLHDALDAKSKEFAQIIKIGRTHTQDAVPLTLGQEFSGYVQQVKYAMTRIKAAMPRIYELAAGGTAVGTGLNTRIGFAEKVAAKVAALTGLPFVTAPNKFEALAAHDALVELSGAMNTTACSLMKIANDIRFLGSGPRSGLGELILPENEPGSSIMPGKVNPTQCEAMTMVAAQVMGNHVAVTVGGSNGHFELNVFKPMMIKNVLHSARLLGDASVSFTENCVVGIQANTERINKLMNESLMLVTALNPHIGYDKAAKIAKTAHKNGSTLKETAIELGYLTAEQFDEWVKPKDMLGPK
p53null 32C tox = kills p53 null cells at the permissive temperature; H1299-neo p53 null cells, ATP luminescence, 24 h, 32C; Potency, µM (series often up to 46.1 µM), without a hit: at the top dose activity change, negative = cytotoxicity, hits mostly cytotoxic; 0.62% of 55,000 active; AID 903;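 note: potency is the fitted concentration of half-maximal effect; 0% = DMSO only and -100% = full killing by 100 µM tamoxifen; nearly all actives have a fitted effect of over 55% in size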
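H1299-neo (p53 null) cells, 600/well, treated 24 h at 32C with compound up to 46 uM; ATPlite luminescence viability, normalized to DMSO and 100 uM tamoxifen; AC50 by Hill fit.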
GALK inhibitor = GALK (human) enzyme inhibition. Potency, µM (series often up to 57.5 µM), for inactives: top-dose activity, negative = inhibition, actives largely listed as inhibitors. AID 1347072. recombinant GALK, Kinase-Glo ATP luminescence, 1 h. 44,000 tested, under 10 active. P51570;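 note: plate controls were full GALK reaction for no effect and reaction lacking GALK for full effect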
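Reactions with and without enzyme served as controls. GALK at 5 nM phosphorylates 100 uM galactose using 35 uM ATP (HEPES pH 8.0, Mg2+) for 1 h at RT, with luminescence read 10 min after adding Kinase-Glo Plus.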
TSG101-PTAP inh = blocks PTAP binding to human TSG101, validation; Q99816; Fluorescence polarization, FITC-PTAP peptide/Tsg101, 20 min; 44,000 tested, under 10 active; Potency, µM (highest dose often 115 µM), inactives show at the top dose activity change, negative = inhibition, hits mostly inhibitors; note: potency is the fitted concentration of half-maximal effect; 0% is about no effect
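FITC-labeled PTAP peptide (50 nM final) binding to Tsg101 binding domain (10 uM final) read by fluorescence polarization after 20 min at r.t. in HEPES pH 7.5 buffer. Actives by CRC class, <25 µM.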
p53null 39C tox = kills p53 null cells at the nonpermissive temperature; H1299 p53-null (neo) cells, 39C, ATPlite viability, 24 h; Potency, µM (series often up to 46.1 µM), without a hit: at the top dose activity, negative = cell killing, actives largely listed as cytotoxic; 0.97% of 55,000 active; AID 904;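 note: potency is the fitted concentration of half-maximal effect; 0% = DMSO only and -100% = full killing by 100 µM tamoxifen; nearly all actives have a fitted effect of over 50% in size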
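Luminescent ATP signal reported cell survival after H1299 lines (neo, p53 null; or p53 A138V) received up to 46 uM compound and 24 hr incubation at 39C.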
B2AR arrestin ag = beta-arrestin recruitment by human beta2-adrenergic receptor ligands. 44,000 tested, under 10 active. HTLA Tango cells, beta-arrestin recruitment, luciferase luminescence, 18 h. Potency, µM (titrated, usually from 46.1 µM), for the others: at the top dose activation, hits mostly activators;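 note: potency is the fitted concentration of half-maximal effect; 0% = DMSO and full agonism = EC100 isoproterenol or metaproterenol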
Target sequence (P07550 whole entry, looked up): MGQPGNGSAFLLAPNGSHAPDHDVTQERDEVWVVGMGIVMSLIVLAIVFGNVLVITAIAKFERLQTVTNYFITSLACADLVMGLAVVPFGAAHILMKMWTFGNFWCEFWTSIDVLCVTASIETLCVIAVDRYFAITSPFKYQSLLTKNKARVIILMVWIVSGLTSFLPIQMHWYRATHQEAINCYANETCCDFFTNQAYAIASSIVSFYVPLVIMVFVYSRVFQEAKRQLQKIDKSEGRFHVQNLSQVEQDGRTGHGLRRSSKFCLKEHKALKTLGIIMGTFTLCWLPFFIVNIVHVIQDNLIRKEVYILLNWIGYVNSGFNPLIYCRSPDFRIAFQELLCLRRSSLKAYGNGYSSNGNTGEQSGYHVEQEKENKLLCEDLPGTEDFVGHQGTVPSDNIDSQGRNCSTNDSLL
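Tango cells (recombinant beta2-AR, beta-arrestin, tTA-driven luciferase), 1500/well in DMEM 1% FBS, treated 18 h at 37 °C with compounds up to 46 µM; luciferin mix added, luminescence read after 15 min; %activity curves fitted and curve-classed.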
An asterisk follows results filed as active; ? = inconclusive; . = not tested or not shown; [ ] = dose if it differs, or a comment. Calls come from the whole dose curve; as a rule, active = well fitted curve in the direction sought with a large enough effect; inconclusive = small, poorly fitted or top-dose-only effect, or another doubt; inactive = no such curve, though single readings can be large; an effect the other way counts as inactive or inconclusive. An excerpt. The share of hits here may be higher or lower than overall.

SMILES	p53null 32C tox	TSG101-PTAP inh	B2AR arrestin ag	p53null 39C tox	GALK inhibitor	NTMT1 inhibitor	FH mod
O=C(c1cccs1)c1cn(CCOc2ccccc2F)c2ccccc12	12%	-3%	0%	-11%	3%	-28%	-10%
O=S(=O)(Nc1ccc(Br)cc1F)c1ccc2nc(-c3ccccc3)[nH]c2c1	7%	3%	-1%	-15%	?	-9%	-6%
CCOc1ccc2ncc3c(-c4cccc(OC)c4)nn(-c4ccccc4)c3c2c1	0%	0%	0%	-20%	0%	89µM*	1%
Cc1ccccc1-n1nc(CO)c(C(=O)NCc2cccs2)n1	-5%	2%	-2%	-17%	-3%	0%	2%
CCSc1nc2ccccc2c(OCc2cc(C(=O)OC)ccc2OC)c1C(=O)OC	21%	-1%	0%	12%	-3%	4%	-17%
O=C(CSC1=Nc2ccccc2C2=NC(Cc3ccccc3)C(=O)N12)Nc1ccccc1F (configuration not stated)	11%	-2%	1%	31%[activator]	3%	-9%	-25%
CCN(CC)S(=O)(=O)c1ccc(C(=O)N=c2sc3cccc(OC)c3n2C)cc1	.	3%	-2%	.	9%	-15%	-4%
CCOC(=O)c1cc(S(=O)(=O)N2CCN(c3cccc(C)c3)C(C)C2)[nH]n1 (configuration not stated)	8%	-8%	1%	14%	3%	-1%	-6%
CCOc1ccc(CCNC(=O)c2cn(CC)c3ccc(S(=O)(=O)N4CCc5ccccc5C4)cc3c2=O)cc1OCC	6%	1%	1%	-6%	-1%	2%	-28%
CC(C)(C)OC(=O)N1CCC(c2c(C(=O)NCCN3CCOCC3)cnn2-c2ccc(F)cc2)CC1	15%	2%	0%	-8%	2%	-2%	4%
CCN(CC)S(=O)(=O)c1ccc2c(c1)nc(CN(C)C(=O)Nc1ccc(C)c(F)c1)n2C	-6%	-13%	-1%	-4%	0%	9%	-23%
COC(=O)CC1Oc2ccc(F)cc2-n2cc(-c3ccc(Cl)cc3)nc21 (configuration not stated)	.	-3%	1%	.	3%	11%	1%
COc1ccc2c(c1)c1c(c(=O)n(-c3ccccc3C)c(=O)n1Cc1c(F)cccc1Cl)n2C	0%	1%	0%	22%	?	7%	-12%
CC(C)(C)C1CCc2oc3ccc(NS(=O)(=O)c4ccc(C(=O)O)cc4)cc3c2C1 (configuration not stated)	6%	-14%	0%	?	2%	50µM*	?
Cc1cccc(-n2ncc(C(=O)NCc3ccc4c(c3)OCO4)c2C2CCN(C(=O)OC(C)(C)C)CC2)c1	19%	1%	-1%	52%[activator]	3%	0%	?

Next section.
SMILES	p53null 32C tox	TSG101-PTAP inh	B2AR arrestin ag	p53null 39C tox	GALK inhibitor	NTMT1 inhibitor	FH mod
Cc1ccc(C)c(NC(=O)CC2NCCNC2=O)c1 (configuration not stated)	.	0%	7%	.	0%	6%	16%
CCOc1ccc(-c2cc(-c3nc(-c4ccc(OC)c(OC)c4)no3)[nH]n2)cc1	-19%	13%	-1%	-25%	-4%	7%	-4%
O=C(NCc1cccs1)c1ccc(CSc2nc3cccnc3n2Cc2ccc(F)cc2)cc1	4%	-8%	1%	-5%	-4%	4%	-16%
COc1ccc(-n2c(=O)c3c4c(sc3n(Cc3ccc(F)cc3)c2=O)CCCC4)c(OC)c1	9%	-5%	-2%	2%	5%	0%	-13%
CCOc1ccc(C(=O)NCC(c2ccco2)S(=O)(=O)c2cccs2)cc1 (configuration not stated)	2%	-6%	-1%	30%	-1%	0%	3%
COc1ccc(CNC(=O)c2ccc(NC(=O)N3CCCCc4ccccc43)cc2)cc1	0%	-8%	-1%	12%	-1%	-19%	-14%
CCOc1ccc(NC(=O)CSc2nc3c(oc4ccccc43)c(=O)n2-c2cc(C)cc(C)c2)cc1	5%	1%	-1%	-3%	-3%	-18%	-4%
O=C(CSc1nnc2scc(-c3ccc(Cl)cc3)n12)Nc1ccccc1F	-3%	0%	-2%	-12%	0%	-5%	-2%
Cc1ccc(S(=O)(=O)NCCc2nnc3ccc(SCc4ccccc4C)nn23)cc1	5%	3%	3%	16µM*	?	-15%	-19%
Cc1ccc(C)c(CN2C(=O)c3ccccc3S(=O)(=O)c3ccc(C(=O)N4CCN(c5ccccn5)CC4)cc32)c1	-4%	2%	0%	-1%	-16%	?	-9%
Cc1cc(C)c2nc(N(Cc3cccnc3)C(=O)Cc3ccccc3)sc2c1	14%	0%	?	-15%	0%	-2%	-20%
Cc1cc(-c2ccc(S(=O)(=O)Nc3cc(Cl)ccc3C)s2)on1	?	-8%	-1%	?	2%	5%	-12%
CCc1ccc(Cn2c(CNS(=O)(=O)c3ccc4c(c3)CCCC4)nc3cccnc32)cc1	16%	-8%	0%	18%	1%	14%	?
CCOc1ccccc1N(C)C(=O)Cn1cnc2onc(-c3ccc(F)cc3)c2c1=O	3%	-2%	0%	-6%	5%	-5%	-18%
CC(C)(C)OC(=O)N1CCC(c2c(C(=O)NCCN3CCOCC3)cnn2-c2cccc(F)c2)CC1	7%	3%	0%	0%	1%	18%	0%

Continued.
SMILES	p53null 32C tox	TSG101-PTAP inh	B2AR arrestin ag	p53null 39C tox	GALK inhibitor	NTMT1 inhibitor	FH mod
Cc1ccc(-n2c3nc(=O)[nH]c(=O)c-3cc3c(C)nn(-c4ccccc4)c32)c(C)c1	16%	0%	-1%	11%	-2%	?	-5%
O=C(c1cc(=O)c2cc(Cl)ccc2o1)N(Cc1ccccc1)C1CCS(=O)(=O)C1 (configuration not stated)	-9%	-6%	0%	6%	-4%	?	-2%
CCc1cccc(NC(=O)Cn2c(=O)n(CCC(=O)NCC3CCCO3)c(=O)c3cc(OC)c(OC)cc32)c1 (configuration not stated)	4%	-9%	-2%	31%[activator]	6%	25%	2%
Cc1ccc(-n2ncc3c(NCCCn4ccnc4)ncnc32)cc1Cl	3%	-6%	7%	2%	-7%	45µM*	-2%
COc1cccc(C2CC(=O)Nc3c2c(=O)n(C)c2ncnn32)c1OC (configuration not stated)	10%	0%	-2%	2%	7%	3%	-10%
CCC1CN(C(=O)N2CCC(C(=O)NCc3ccccc3C)CC2)c2ccccc2O1 (configuration not stated)	23%	-1%	1%	23%	3%	-2%	-6%
O=C(Oc1ccc(F)cc1)c1nc(SCc2ccccc2F)ncc1Cl	-3%	1%	-2%	-10%	-5%	8%	-17%
O=C(Nc1c(O)c2ccccc2oc1=O)c1ccccc1Cl	-3%	-6%	0%	10%	-7%	6%	-9%
Cc1cccc(NC(=O)C(Cc2ccccc2)NS(=O)(=O)c2ccc3c(c2)c(=O)n(C)c(=O)n3C)c1 (configuration not stated)	3%	-6%	-1%	14%	8%	?	-2%
CC1CCCN(S(=O)(=O)c2ccc(N3CCCCS3(=O)=O)cc2)C1 (configuration not stated)	-3%	4%	0%	-10%	0%	9%	0%
CCOc1ccc(-c2c(C)nn3c(C)c(C(=O)NC(C)c4ccccc4)cnc23)cc1OCC (configuration not stated)	-5%	1%	1%	22%	1%	9%	-12%
Cc1cc(-n2c(C)nc3ccccc3c2=O)ccc1NC(=O)c1ccccc1[N+](=O)[O-]	5%	-3%	-3%	22%	1%	-1%	2%
Cc1ccc(CN2CCC(CNC(=O)Nc3ccccc3F)CC2)cc1	5%	-2%	-1%	-8%	5%	-4%	-27%
C#CC(C)(CC)NC(=O)Cn1nnc(-c2ccc(OCc3ccccc3C)cc2)n1 (configuration not stated)	-8%[9.22 µM]	-7%	1%	-24%	9%	-27%	-8%
COc1cc(NC(=O)Nc2cccc(-c3noc(C)n3)c2)cc(OC)c1OC	-7%	-1%	0%	2%	0%	-5%	-1%

(listing goes on)
SMILES	p53null 32C tox	TSG101-PTAP inh	B2AR arrestin ag	p53null 39C tox	GALK inhibitor	NTMT1 inhibitor	FH mod
COc1ccccc1NC(=O)c1ccc(COc2ccc(C)c(C)c2)o1	-6%	0%	0%	-2%	6%	-1%	?
Cc1ccc(NC(=O)CSc2nc3c([nH]c4ccccc43)c(=O)n2-c2ccccc2)cc1Cl	?	1%	5%	8%	2%	1%	-10%
COc1ccc(C)cc1NC(=O)C1CCN(S(=O)(=O)c2cccc3nonc23)CC1	0%	-5%	1%	-11%	2%	-1%	-6%
CCC(=O)N1CCc2cc(S(=O)(=O)NC(C(=O)NCCc3ccc(C)cc3)C(C)C)ccc21 (configuration not stated)	6%	-1%	-2%	-1%	1%	4%	3%
CC(C)c1nn2c(=O)cc(COC(=O)c3ccccc3NC(=O)COc3ccccc3)nc2s1	-17%	-8%	0%	-18%	-1%	4%	-5%
COc1ccc(CCC(=O)NCCc2csc(-c3ccc(C(F)(F)F)cc3)n2)cc1	-12%	2%	0%	-4%	4%	15%	-12%
Cc1ccc(C(=O)OCc2cc(=O)n3nc(CC(C)C)sc3n2)cc1	-3%	1%	-1%	-10%	0%	15%	4%
CCc1ccc(Cn2c(CNS(=O)(=O)c3ccc([N+](=O)[O-])cc3)nc3cccnc32)cc1	-2%	1%	1%	-8%	2%	7%	-2%
Cc1cc(C)c2c(=O)c3c(oc2c1)C(=O)N(Cc1ccco1)C3c1ccc(F)cc1 (configuration not stated)	5%	-4%	-2%	-10%	?	7%	8%
CCOC(=O)C1CCCN(C(=O)c2[nH]c3ccccc3c2Sc2ccc(Cl)cc2)C1 (configuration not stated)	-21%	-1%	-3%	-13%	0%	-4%	-34%
COc1ccc2ncc3c(-c4ccc(C)c(C)c4)nn(CC(=O)Nc4ccccc4)c3c2c1	-15%	0%	0%	?	3%	1%	-3%
CCCNC(=O)c1cc2n(n1)CCCN(Cc1ccc(C)cc1)C2=O	-3%	-10%	0%	-2%	1%	6%	-16%
COc1cc(C2Nc3c(C)cc(C)cc3-c3cc(C)nn32)cc(OC)c1O (configuration not stated)	29%	0%	0%	-17%	3%	12%	?
O=C(CSc1nnc2[nH]c(=O)cc(-c3ccccc3)n12)Nc1ccccc1C(F)(F)F	?	-1%	0%	?	1%	-10%	8%
COc1ccc2c(CNCCc3ccccc3C)c(C(=O)O)n(Cc3ccccc3C)c2c1	5%	-4%	1%	6%	?	2%	-2%
Fc1ccc(Nc2nc(-c3cccc(Cl)c3)c3c(n2)-c2ccccc2OC3)c(F)c1	-6%	0%	-3%	0%	0%	18%	1%

Three neighbouring entries already listed, for reference:
SMILES	p53null 32C tox	TSG101-PTAP inh	B2AR arrestin ag	p53null 39C tox	GALK inhibitor	NTMT1 inhibitor	FH mod
O=C(c1cccs1)c1cn(CCOc2ccccc2F)c2ccccc12	12%	-3%	0%	-11%	3%	-28%	-10%
O=S(=O)(Nc1ccc(Br)cc1F)c1ccc2nc(-c3ccccc3)[nH]c2c1	7%	3%	-1%	-15%	?	-9%	-6%
CCOc1ccc2ncc3c(-c4cccc(OC)c4)nn(-c4ccccc4)c3c2c1	0%	0%	0%	-20%	0%	89µM*	1%

Screening results (PubChem BioAssay)
